PLC-gamma1 inh = blocks human PLC-gamma1 enzyme activity; 370,000 tested, 0.84% active; AID 720700; purified PLC-gamma1, fluorogenic substrate, fluorescence; P19174; inhibition, % at 12.2 µM; in the data active means inhibition above about 9.5%
hgDAF12 agonist = agonists of H. glycines DAF-12 nuclear receptor. HEK293 GAL4-hgDAF12 UAS-luciferase reporter, agonist luminescence; normalized to butyrate control. activation, % at 6.8 µM. 370,000 tested, 1.8% active. AID 687014;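 active means activation above a cutoff set at the mean of all screened compounds plus 3 SD, cut at about 10% in these data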;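 further: 0% = DMSO wells and 100% = sodium butyrate wells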
PLCb3 inh = PLC-beta3 (human) inhibition, primary screen; Purified PLC-beta3, fluorogenic substrate, fluorescence; Q01970; 370,000 tested, 0.18% active; inhibition, % at 12.2 µM; in the data active means inhibition above about 11%;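 further: 0% = median of compound wells on plate and 100% = full blocker control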
DAX1 inh-1 = inhibitors of human orphan nuclear receptor DAX1 (NR0B1). 340,000 tested, 0.99% active. HEK293 Gal4-DAX1 luciferase reporter, luminescence. inhibition, % at 6.75 µM. P51843. AID 504766;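 active means inhibition above the mean over all tested compounds plus 3 SD, cut at about 4.2% in these data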;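 further: 0% = DAX1-transfected cells with DMSO and 100% = empty-vector control cells with DMSO; inhibition shows as a rise in luminescence from relieved DAX1 repression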
Target sequence (P51843 207-470 limits assumed): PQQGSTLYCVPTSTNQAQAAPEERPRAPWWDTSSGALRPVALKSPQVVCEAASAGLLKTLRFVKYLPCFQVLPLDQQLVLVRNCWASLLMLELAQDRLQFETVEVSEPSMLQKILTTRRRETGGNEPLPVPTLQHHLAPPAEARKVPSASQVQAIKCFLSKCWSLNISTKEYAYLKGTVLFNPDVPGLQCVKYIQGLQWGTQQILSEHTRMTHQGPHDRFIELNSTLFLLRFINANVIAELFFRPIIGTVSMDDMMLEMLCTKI
ADAM17 inh = ADAM17 inhibition, QFRET primary screen | P78536 | recombinant ADAM17, EDANS/DABCYL FRET peptide cleavage | inhibition, % at 6.95 µM | 370,000 tested, 0.83% active;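 active means inhibition above the mean of compounds lying between control limits plus 3 SD, set per campaign, cut at about 8.5% in these data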;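 further: 0% = DMSO-only wells as the low control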
FXN GAA850 act = frataxin GAA850 promoter activation | HEK293 lucGAA850 FXN promoter luciferase reporter, 24 h; percent of 10 µM SAHA response | activation, % at 6 µM | 360,000 tested, 0.56% active;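 active means activation above the average of all compounds screened plus 3 SD, cutoff fixed separately per campaign, cut at about 7.5% in these data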;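 further: 0% = DMSO wells and 100% = 10 µM SAHA wells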
DAX1 inh-2 = blocks DAX1 repression of SF-1 activated StAR promoter; HEK293T StAR-luciferase reporter, SF-1/DAX-1 repression relief; inhibition, % at 6.8 µM; 370,000 tested, 1.1% active; AID 652010;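 active means inhibition above the mean over all tested compounds plus 3 SD, cut at about 3.6% in these data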;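 further: 0% = DAX-1 cells with DMSO and 100% = cells lacking DAX-1 with DMSO; higher inhibition means more luminescence from relief of DAX-1 repression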
ADAM10 inh = inhibits human ADAM10. recombinant ADAM10, EDANS/DABCYL FRET peptide cleavage, 3 h. inhibition, % at 7 µM. O14672. 370,000 tested, 0.62% active. AID 720582;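 active means inhibition above a per-campaign cutoff equal to the mean of compounds falling between control-based bounds plus 3 SD, cut at about 20% in these data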;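 further: 0% = DMSO wells while the 100% control is not disclosed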
sPLA2-III inh = Blocks human group III sPLA2 activity; AID 743126; QFRET BODIPY PC-A2 liposome hydrolysis, fluorescence; 370,000 tested, 0.56% active; Q9NZ20; inhibition, % at 12.2 µM;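 active means inhibition above mean plus 3 SD of compounds lying within the high and low control bounds, cut at about 19% in these data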;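 further: 0% = median of test compound wells and 100% = no enzyme DMSO wells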
Target sequence (Q9NZ20 whole entry, looked up): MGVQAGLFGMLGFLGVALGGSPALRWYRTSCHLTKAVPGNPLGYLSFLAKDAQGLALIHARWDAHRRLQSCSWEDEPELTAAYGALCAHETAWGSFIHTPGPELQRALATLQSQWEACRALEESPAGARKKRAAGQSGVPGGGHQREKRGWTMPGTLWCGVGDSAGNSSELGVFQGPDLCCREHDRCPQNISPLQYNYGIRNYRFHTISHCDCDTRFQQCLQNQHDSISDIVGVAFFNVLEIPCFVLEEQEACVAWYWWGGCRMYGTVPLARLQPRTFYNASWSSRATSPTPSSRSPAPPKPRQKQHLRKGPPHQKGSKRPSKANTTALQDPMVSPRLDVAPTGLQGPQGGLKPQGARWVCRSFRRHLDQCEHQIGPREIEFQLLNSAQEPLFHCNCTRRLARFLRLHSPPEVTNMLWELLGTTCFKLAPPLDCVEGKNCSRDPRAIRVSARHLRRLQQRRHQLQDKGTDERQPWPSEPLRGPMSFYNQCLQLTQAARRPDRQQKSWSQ
ssDAF-12 act = S. stercoralis DAF-12 activation, primary screen; HEK293 ssDAF-12/GRIP1 lit1-tk-luc reporter, luminescence; % of 3 µM dafachronic acid response; activation, % at 6.8 µM; 370,000 tested, 1% active; AID 652126;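 active means activation above the mean over all tested compounds plus 3 SD, cut at about 0.9% in these data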;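 further: 0% = DMSO-only wells and 100% = 3 µM delta7-dafachronic acid wells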
hcDAF12 agonist = H. contortus DAF-12 activation, primary screen | activation, % at 6.8 µM | 370,000 tested, 1.4% active | AID 652067 | HEK293 hcDAF-12 lit1-tk-luc reporter, luminescence; 0% DMSO, 100% Δ7-dafachronic acid;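 active means activation above the mean of all tested compounds plus 3 SD, cut at about 5.5% in these data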;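 further: 100% = response to 3 µM Δ7-dafachronic acid high control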
Starred values were filed as active, the others as inactive; . = no result given.

The line under a structure holds: PLC-gamma1 inh	hgDAF12 agonist	PLCb3 inh	DAX1 inh-1	ADAM17 inh	FXN GAA850 act	DAX1 inh-2	ADAM10 inh	sPLA2-III inh	ssDAF-12 act	hcDAF12 agonist
- CSCCC1NC(=O)N(CC(=O)Nc2c(Cl)cc(Cl)cc2Cl)C1=O (centres undefined)
→ 0	-2.3	5	-1.1	-1	0.4	0.1	2	-7	-0.9	-0.5
- COc1ccc(NC(=O)COC(=O)CCCc2c[nH]c3ccccc23)cc1
→ -1	1.2	-1	1.8	2	-2.0	0.7	2	-63	-0.4	0.5
- O=C(Cn1c(NCCO)nc2ccccc21)c1ccc(Cl)cc1Cl
→ -3	-0.3	-5	-0.5	-3	2.1	-0.7	4	-60	0.2	3.9
- CCC1CCCCN1CC(=O)c1c(C)[nH]c2cc(C)ccc12 (centres undefined)
→ -20	-0.2	-36	4.1	0	0.3	0.4	4	-8	-0.8	5.8*
- COc1ccc(OC(C)c2nnc(N)s2)cc1 (centres undefined)
→ 0	-2.0	1	-0.3	0	-0.5	1.2	-6	0	-1.1	0.5
- Cc1nnc(SCC(=O)c2cc(C)n(-c3c(C)n(C)n(-c4ccccc4)c3=O)c2C)s1
→ 5	-1.4	1	-1.3	-3	2.0	-0.7	2	-4	-1.4	-1.9
- N#CC1=C(SCC(=O)c2cc3ccccc3oc2=O)NC(=O)C(C#N)C12CCCC2 (centres undefined)
→ -51	1.1	-72	-0.8	-42	0.9	-0.6	-155	-25	-1.0	2.4
- CCC(C)[C@@H](C(=O)OC)N(Cc1cn(Cc2ccccc2)nn1)S(=O)(=O)c1ccccc1Br (some centres undefined)
→ 2	-1.5	3	.	5	.	-0.4	11	-2	-1.4	-1.2
- Cc1ccccc1OCc1n[nH]c(=S)n1-c1ccccc1
→ -4	-1.1	-6	3.0	-1	5.2	0.9	2	8	-1.4	-1.1
- CN(C)CC(=O)N[C@@H]1C[C@@H]2O[C@@H](CO)CC[C@@H]2O[C@@H]1CCc1ccc(C2=CCCCC2)cc1
→ -1	-1.1	1	.	2	.	0.5	4	-18	-1.5	0.0
- O=C(N/N=C/c1ccc([N+](=O)[O-])o1)c1ccc2c(c1)OCO2
→ -3	-13	-8	-2.7	2	-4.3	-5.9	1	2	-2.3	-6.5
- C=CCOC(=O)CN1C(=O)c2ccccc2C1=O
→ 9	3.6	12*	2.8	5	-1.4	0.2	13	5	-0.5	-1.4
- Cc1ccc(-c2ccc(NC(=O)C3C4C=CC(C4)C3C(=O)O)cc2)o1 (centres undefined)
→ -3	13*	-10	0.0	-3	5.6	1.4	0	8	-0.7	1.3
- Cc1nc2c(OCc3ccc(OC(F)F)cc3)cccn2c1N(C)C(=O)CCC1CCCC1
→ 0	-4.8	-3	.	-1	0.6	-2.8	-3	-13	-1.7	-3.0
- CCNC(=O)c1cc2c(c(-c3cccc(-c4ccccc4F)c3)n1)[C@@H](CCO)N(C(=O)CC1CC1)C2
→ 1	1.7	-1	.	2	.	-0.4	8	-12	-0.7	-1.9
- O=C(NC1CCS(=O)(=O)C1)c1c(NC(=O)C2COc3ccccc3O2)sc2c1CCCC2 (centres undefined)
→ 6	0.5	3	1.6	7	0.7	-0.1	7	4	-1.2	-0.7
- Cc1cc(NC(=O)OC(C)C)ccc1-c1ccc(NC(=O)OC(C)C)cc1C
→ 0	-1.7	-7	-0.7	-6	1.6	-0.1	7	18	-1.0	3.3
- COCCn1c(C)cc(C(=O)COC(=O)c2ccc(NC(=O)CC#N)cc2)c1C
→ -22	4.5	-23	3.0	-2	1.8	0.7	-9	-23	-0.7	3.2
- Cc1cccc2cc(CN(Cc3ccc(F)cc3)C(=O)C(F)(F)F)c3nnnn3c12
→ -1	-2.2	-3	1.1	-4	-2.2	0.1	-3	3	-0.7	-0.3
- Fc1ccc(C(c2nnnn2C2CCCC2)N(Cc2ccco2)CC2CCCO2)cc1 (centres undefined)
→ 11*	-0.6	12*	0.7	7	3.5	-2.0	13	1	-1.4	-1.1
- COc1cccc(CN(C(=O)c2cc3ccccc3oc2=O)C2CC2)c1
→ 4	2.6	-4	2.4	0	3.5	0.7	-9	1	-1.2	-0.9
- COc1ccc(Cc2nn3c(Cn4nnc5ccccc54)nnc3s2)cc1
→ -3	-2.6	-3	-0.3	0	-0.3	-1.2	-1	-9	-1.4	-1.1
- Cn1c(N)nc2nc[nH]c2c1=S
→ -6	3.4	-12	0.2	-14	-0.4	0.6	-63	-2	0.1	3.5
- Cc1ccc(N2CC(C(=O)N3CCC(C(=O)Nc4ccc(Br)cc4)CC3)CC2=O)cc1 (centres undefined)
→ 0	-1.6	-4	0.3	-1	1.3	-0.5	-6	-9	-1.1	-2.2
- CCC(NC(=O)/C(=C\c1ccc2c(c1)OCO2)NC(C)=O)C(=O)O (centres undefined)
→ 0	8.4	1	-0.4	-4	0.6	-0.1	-7	-1	-1.6	-0.4
- Cc1ccc(C)c(S(=O)(=O)Nc2ccccc2C(=O)Nc2ccc(S(=O)(=O)Nc3ncccn3)cc2)c1
→ -144	0.6	-165	-0.2	-48	1.8	2.6	-130	-30	-0.5	3.1
- COc1cccc(NC(=O)CCS(=O)(=O)c2cccs2)c1
→ 2	5.6	0	2.1	-6	0.7	1.0	4	2	-0.7	3.8
- COc1cc(C)ccc1S(=O)(=O)N1CCN(C23CC4CC(CC(C4)C2)C3)CC1
→ 5	0.2	3	0.7	3	-2.3	-0.6	14	-15	-1.2	-1.3
- Cc1cccc(C(=O)N2CCN(CCNC(=O)C(=O)Nc3ccc(F)cc3)CC2)c1
→ -3	2.2	-4	-0.2	-1	2.0	0.2	-2	1	-1.4	-0.5
- CCN(CC)C(=O)CC(c1ccc(N(C)C)cc1)c1c(O)cc(OC)cc1OC (centres undefined)
→ 0	-1.4	1	-0.2	0	-0.3	-0.4	0	0	-1.6	-2.1

Four compounds out of the list above, arranged by the value under ADAM10 inh, largest number first.
| SMILES | PLC-gamma1 inh | PLCb3 inh | DAX1 inh-1 | ADAM17 inh | DAX1 inh-2 | ADAM10 inh | sPLA2-III inh | ssDAF-12 act | hcDAF12 agonist |
| --- | --- | --- | --- | --- | --- | --- | --- | --- | --- |
| O=C(NC1CCS(=O)(=O)C1)c1c(NC(=O)C2COc3ccccc3O2)sc2c1CCCC2 (centres undefined) | 6 | 3 | 1.6 | 7 | -0.1 | 7 | 4 | -1.2 | -0.7 |
| Cc1cccc(C(=O)N2CCN(CCNC(=O)C(=O)Nc3ccc(F)cc3)CC2)c1 | -3 | -4 | -0.2 | -1 | 0.2 | -2 | 1 | -1.4 | -0.5 |
| Cc1ccc(N2CC(C(=O)N3CCC(C(=O)Nc4ccc(Br)cc4)CC3)CC2=O)cc1 (centres undefined) | 0 | -4 | 0.3 | -1 | -0.5 | -6 | -9 | -1.1 | -2.2 |
| Cn1c(N)nc2nc[nH]c2c1=S | -6 | -12 | 0.2 | -14 | 0.6 | -63 | -2 | 0.1 | 3.5 |

Next part:
The line under a structure holds: PLC-gamma1 inh	hgDAF12 agonist	PLCb3 inh	DAX1 inh-1	ADAM17 inh	FXN GAA850 act	DAX1 inh-2	ADAM10 inh	sPLA2-III inh	ssDAF-12 act	hcDAF12 agonist
- CC12CC(NC(=O)N1c1cccc(C(=O)Nc3ncn[nH]3)c1)c1ccccc1O2 (centres undefined)
→ 2	-1.1	0	0.3	2	0.4	0.1	7	0	-1.7	-1.1
- CC(NC(=O)c1ccccc1)c1nnc(SCC(=O)Nc2nnc(C3CC3)s2)n1C (centres undefined)
→ 2	-3.8	2	-0.1	-1	-0.7	2.1	-9	11	-1.1	-1.0
- CCCN(C(=O)CCl)C1=CCCCC1
→ 0	6.1	0	-0.9	-1	-8.7	-1.6	1	3	-1.1	0.7
- O=C(CCn1cnc2ccccc2c1=O)Nc1ccc(Cl)c(Cl)c1
→ 5	0.5	5	0.2	1	-0.6	0.0	0	0	-0.7	-1.9
- CC(C)(C)NC(=O)C(c1ccc(F)cc1)N(Cc1ccco1)C(=O)c1csnn1 (centres undefined)
→ 2	-0.8	-1	-0.6	-3	0.5	0.3	1	-2	-0.8	-0.9
- COc1cccc(CN(C)CC(=O)Nc2cc3oc4ccccc4c3cc2OC)c1
→ -7	0.0	-6	-0.7	-4	0.7	-0.9	-23	-6	-1.8	-1.8
- CC(C)(C)NC(=O)C(c1cc2ccccc2o1)n1c(=O)c(-c2ccccc2)nc2ccccc21 (centres undefined)
→ -3	3.0	-4	.	-8	.	1.0	-19	6	1.1*	3.6
- O=C(COc1ccc2c3c(c(=O)oc2c1)CCC3)NCC(O)c1ccccc1 (centres undefined)
→ -2	0.7	1	0.8	-4	-0.9	-1.6	-15	-1	-1.7	-1.9
- CC(C)Cn1c(N)c(C(=O)COC(=O)c2ccccc2Cl)c(=O)n(C)c1=O
→ -2	1.7	-5	-0.5	0	-0.1	-1.6	2	-12	-1.7	-1.0
- Cc1cc(C)cc(N(C(=O)Cc2cccs2)C(C(=O)NC2CCCCC2)c2ccccn2)c1 (centres undefined)
→ 4	-0.8	4	-0.7	0	-0.2	0.9	-4	-5	-1.7	-1.6
- Cc1cc(C(=O)NN)n[nH]1
→ 0	-0.7	-2	0.9	1	3.3	-0.3	4	0	-1.9	2.3
- O=[N+]([O-])c1ccccc1/C=C/C=N/n1c(-c2ccccc2F)n[nH]c1=S
→ -2	-0.3	-14	1.3	-4	0.2	0.8	0	16	-0.7	2.5
- COc1ccc(CCC(=O)NCCOc2ccc(C)cc2)cc1
→ -2	1.6	-3	0.7	-4	1.1	-0.1	2	-1	-1.2	-1.6
- Cc1cc(C)n(-c2cc(N3CCN(S(=O)(=O)c4ccc(C)c(C)c4)CC3)ccc2[N+](=O)[O-])n1
→ 3	-1.0	1	5.4*	-3	-0.9	-0.5	0	1	-1.1	1.5
- COC(=O)C1C(=O)N(S(=O)(=O)c2ccc([N+](=O)[O-])cc2)c2ccccc21 (centres undefined)
→ 1	-3.1	3	.	-2	.	-0.2	-6	-4	-1.1	1.0

Rewritten tab-delimited: entries from further up.
Compound	PLC-gamma1 inh	hgDAF12 agonist	PLCb3 inh	DAX1 inh-1	ADAM17 inh	FXN GAA850 act	DAX1 inh-2	ADAM10 inh	sPLA2-III inh	ssDAF-12 act	hcDAF12 agonist
CC(C)Cn1c(N)c(C(=O)COC(=O)c2ccccc2Cl)c(=O)n(C)c1=O	-2	1.7	-5	-0.5	0	-0.1	-1.6	2	-12	-1.7	-1.0
Cc1cc(C)cc(N(C(=O)Cc2cccs2)C(C(=O)NC2CCCCC2)c2ccccn2)c1 (centres undefined)	4	-0.8	4	-0.7	0	-0.2	0.9	-4	-5	-1.7	-1.6

Screening results deposited in PubChem by The Scripps Research Institute Molecular Screening Center.
